TDP2 inh = blocks human TDP2 phosphodiesterase activity; O95551; recombinant TDP2, T5PNP hydrolysis, p-nitrophenol absorbance 415 nm; inhibition, % at 12.8 µM; actives 0.34% (n = 370,000); AID 720702;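 active = inhibition above the mean of all tested compounds plus 3 SD, set per campaign, cut at about 25% in these data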;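 note: 0% = DMSO with enzyme and 100% = buffer with substrate but no TDP2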
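Assay system: recombinant human TDP2 / Reagent: T5PNP substrate at 5 mM, a TopII-DNA adduct mimic / Measured by: epi absorbance from released p-nitrophenol / Evaluation: % inhibition relative to enzyme-containing and enzyme-free wells / Control set: enzyme-free and DMSO wells / Replicates: each compound tested once, singlicate / Schedule: enzyme reaction with compound for 2 h at 37 °C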
rCAG binder = r(CAG) repeat RNA binding; AID 651821; TO-PRO-1 dye displacement fluorescence; actives 1.3% (n = 370,000); inhibition, % at 3 µM;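 active = inhibition above the plate cutoff, the mean of all test compounds on that plate plus 3 SD, cut at about 35% in these data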;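 note: 0% = DMSO alone and 100% = 100 µM mitoxantrone as full dye displacement; higher means more dye released from RNA so lower well fluorescence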
TCR-CD3 inh = blocks the human TCR-CD3 interaction; TAMRA-labeled TCR probe fluorescence, biochemical; inhibition, % at 9.4 µM; actives 0.37% (n = 360,000); AID 651800; in the data active = inhibition above about 19%;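 note: recombinant mutant TCR 2C K166C tagged with TAMRA read by polarization; 0% = receptor in buffer alone and 100% = receptor with positive control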
SIAE inh = blocks human sialic acid acetylesterase; Q9HAT2; actives 0.69% (n = 370,000); SIAE FP-Rh probe binding, fluorescence polarization; inhibition, % at 9.66 µM;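 active = inhibition above a cutoff: mean of compounds within the control limits plus 3 SD of those, cut at about 17% in these data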;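 note: 0% = plate median of compound wells and 100% = probe without SIAE protein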
LEDGF integ inh = blocks HIV-1 LEDGF/p75-dependent DNA integration; TR-FRET IN-LEDGF/p75 DNA integration, Eu/Cy5; inhibition, % at 3.7 µM; actives 0.64% (n = 370,000); AID 743269;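 active = inhibition above the screen-wide mean plus 3 SD, cut at about 13% in these data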;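 note: signal is the Cy5 over europium emission ratio at 671 and 618 nm; 0% = plate median of compound wells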
PRMT1 FP inh = blocks human protein arginine methyltransferase 1; Q99873; recombinant PRMT1, activity-based probe fluorescence polarization; inhibition, % at 2.79 µM; actives 1.3% (n = 370,000); AID 652257;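 active = inhibition above about 21% made by adding two undisclosed values, limit read from the data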
Target sequence (Q99873 whole entry, looked up): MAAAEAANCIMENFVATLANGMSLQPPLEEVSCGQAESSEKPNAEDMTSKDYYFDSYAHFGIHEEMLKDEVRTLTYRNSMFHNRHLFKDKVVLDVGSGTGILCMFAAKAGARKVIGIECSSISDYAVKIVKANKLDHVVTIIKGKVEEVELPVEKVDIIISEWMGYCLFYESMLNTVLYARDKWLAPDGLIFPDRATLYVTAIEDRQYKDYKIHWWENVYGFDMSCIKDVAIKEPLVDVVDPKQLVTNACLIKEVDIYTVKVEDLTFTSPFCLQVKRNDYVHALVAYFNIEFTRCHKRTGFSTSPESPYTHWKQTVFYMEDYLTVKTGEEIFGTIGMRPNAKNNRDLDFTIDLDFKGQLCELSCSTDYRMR
ABHD4 inh = ABHD4 (mouse) inhibition, primary FP screen. AID 720543. purified mABHD4, FP-Rh probe fluorescence polarization. inhibition, % at 8.92 µM. actives 0.54% (n = 370,000). Q8VD66;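 active = inhibition exceeding the mean over every tested compound plus 3 SD, cut at about 30% in these data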;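 note: 0% = plate median of compound wells and 100% = S159A mutant with DMSO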
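Test system: mABHD4 protein; Read-out basis: % inhibition; Incubation: 45 min + 60 min at 25 °C; Repeats: single replicate; Technique: fluorescence polarization with parallel and perpendicular emission, 525/598 nm; Compound: 8.92 µM, single dose; Benchmarks: full inhibition S159A mutant plus DMSO, zero as sample-well median.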
MBD2 DNA inh = blocks human MBD2 binding to methylated DNA; Q9UBB5; TR-FRET, MBD2 binding to methylated oligonucleotide; inhibition, % at 4.4 µM; actives 0.31% (n = 370,000); AID 686964; in the data active = inhibition above about 13%
HTRA1 inh = blocks human HTRA1 serine peptidase | inhibition, % at 5.96 µM | Q92743 | actives 0.5% (n = 340,000) | recombinant HTRA1, FP-rhodamine activity-based probe, fluorescence polarization; in the data active = inhibition above about 36%;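 note: 0% = enzyme with DMSO and 100% = wells lacking enzyme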
Target sequence (Q92743 whole entry, looked up): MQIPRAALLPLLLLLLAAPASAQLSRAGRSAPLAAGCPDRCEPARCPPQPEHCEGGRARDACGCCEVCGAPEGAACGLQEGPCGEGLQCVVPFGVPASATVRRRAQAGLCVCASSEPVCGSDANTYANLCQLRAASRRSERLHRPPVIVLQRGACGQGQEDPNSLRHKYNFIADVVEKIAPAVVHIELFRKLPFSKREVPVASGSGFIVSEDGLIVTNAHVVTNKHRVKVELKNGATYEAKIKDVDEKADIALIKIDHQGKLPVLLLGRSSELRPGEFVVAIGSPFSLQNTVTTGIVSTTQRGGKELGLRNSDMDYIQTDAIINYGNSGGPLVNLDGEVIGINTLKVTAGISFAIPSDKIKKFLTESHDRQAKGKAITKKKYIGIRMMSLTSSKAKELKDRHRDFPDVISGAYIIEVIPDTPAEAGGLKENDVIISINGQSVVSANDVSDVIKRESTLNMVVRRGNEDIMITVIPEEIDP
NPR2 activator = GC-B (human) receptor activation; activation, % at 10 µM; actives 0.11% (n = 370,000); AID 1920062; P20594; HEK293-GC-B cells, CNP EC30, cGMP TR-FRET; 0% at EC30 CNP, 100% saturating CNP;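 active = activation at 10 µM reaching about 35% in either raw or pattern-adjusted values, limit read from the data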
* hit, by the source's call; . = not tested or not shown. A portion of the library; rates above refer to the full screens.

SMILES | TDP2 inh | rCAG binder | TCR-CD3 inh | SIAE inh | LEDGF integ inh | PRMT1 FP inh | ABHD4 inh | MBD2 DNA inh | HTRA1 inh | NPR2 activator
Cc1ccc(-c2ccc(CN3C(CC(C)C)C(=O)N(Cc4cn(CCC5OCCO5)nn4)CCS3(=O)=O)cc2)cc1 (stereo not given) | -3 | 7 | -1 | -21 | -5 | -1 | -25 | 0 | -44 | -2
COc1cc(/C=C2/C(=N)N3C(=NC2=O)SN=C3S(=O)(=O)C(C)C)ccc1OC(=O)c1ccco1 | 3 | 16 | -1 | -16 | 1 | -7 | 0 | 6 | 0 | 2
COc1ccc(COC(=O)C2=C(C)NC(=O)NC2c2ccc(OC)cc2)cc1 (stereo not given) | -9 | -1 | -4 | 1 | 4 | 5 | -15 | 7 | -4 | 9
CCOc1ccc(-c2nnc(N3CCOCC3)c3ccccc23)cc1 | -2 | -8 | 0 | 0 | -1 | 4 | -6 | -5 | 1 | 2
O=C(Nc1ccc(F)cc1)C(c1cccc(F)c1)N1CCN(c2ccncc2)CC1 (stereo not given) | 1 | 4 | 9 | -5 | 0 | -1 | 6 | -6 | . | -5
COc1ccc(C)cc1-n1c(SCC(=O)Nc2cc(C)on2)nc2ccccc2c1=O | 3 | 0 | -5 | -2 | -3 | 7 | -7 | 3 | -54 | 3
CC(C)c1ccc(/C=C/C(=O)N2CCCCCC2)cc1 | -14 | -5 | -7 | -11 | 0 | 4 | -3 | 8 | -5 | -4
Cc1nnn(C23CC4CC(CC(CC(=O)Nc5cccc(F)c5)(C4)C2)C3)n1 | -8 | 1 | -1 | -2 | -1 | -1 | 0 | 1 | 0 | 0
COc1ccc(OC)c(N=c2oc3c(OC)cccc3cc2C(=O)NCc2ccco2)c1 | 1 | 1 | 7 | 3 | 1 | 0 | 8 | 0 | -4 | -3
CC(C)OC(=O)c1cn(-c2ccccc2)nc1-c1ccc2c(c1)OCCO2 | -6 | -2 | 3 | -4 | 2 | -3 | -4 | -3 | -43 | -8
O=C(NCc1cccnc1)c1ccc(NC(=O)c2ccc(Br)cc2)cc1 | 12 | 3 | 0 | -5 | -1 | -3 | 0 | 4 | 4 | 2
Cn1c(SCC2CCCO2)nnc1-c1cccc([N+](=O)[O-])c1 (stereo not given) | 13 | -2 | 7 | 6 | 2 | 0 | -3 | 1 | -9 | 3
COC(=O)COc1cc(Br)c(/C=C2/SC(=O)N(CC(=O)N3CCCC3)C2=O)cc1OC | 4 | -3 | 0 | -2 | 1 | -3 | 3 | 0 | -5 | 1
O=C(NCc1ccccc1)[C@H]1CCCN1C(=O)[C@H]1CCCN1C(=O)c1ccccc1 | 6 | 0 | 3 | 6 | 1 | -5 | -4 | 5 | . | 2
CCOC(=O)C1CCN(C(=O)c2ccc(N(C)S(=O)(=O)c3ccc(OC)cc3)cc2)CC1 | -2 | -9 | -13 | -5 | -2 | 0 | 0 | 1 | 1 | 1
Cc1ccc(S(=O)(=O)NCCC(=O)Nc2cccc(Cl)c2)cc1 | -2 | 2 | 5 | -13 | -2 | 0 | 10 | 4 | -8 | 3
NC(=O)C1(N2CCCCC2)CCN(CC(=O)Nc2cc(Cl)ccc2Cl)CC1 | 3 | -1 | 6 | -4 | -1 | -2 | 0 | 1 | -8 | 2
CN(C)S(=O)(=O)c1ccc2c(c1)nc(CCC(=O)NCC(=O)Nc1ccc(F)c(F)c1F)n2C | 4 | 1 | -1 | 2 | 3 | -1 | 0 | -8 | 3 | -5
O=C(COc1ccc2ccccc2c1)Nc1ccc2c3c(cccc13)CC2 | -18 | 6 | 4 | -9 | -5 | 1 | -5 | 5 | 6 | 12
Cc1c(NC(=O)C(C)N2CC(C)OC(C)C2)c(=O)n(-c2ccccc2)n1C (stereo not given) | -3 | -2 | -6 | 3 | -3 | 0 | 2 | -1 | 2 | 2
O=C(CN1CCN(S(=O)(=O)c2cc(Br)ccc2Br)CC1)NCc1ccccc1Cl | -8 | 3 | 2 | -11 | -1 | 0 | -5 | -1 | -38 | 3
O=C(/C=C/c1ccc(O)c(O)c1)OCCc1ccccc1 | 6 | 21 | 3 | -7 | -3 | -2 | 16 | 3 | 64* | 1
O=C(NC1CCCCCC1)c1ccc(Br)o1 | 8 | 1 | -4 | 7 | 0 | 3 | 2 | -1 | 4 | 3
N#CCCN(Cc1ccccc1)C(C(=O)NC1CCCCC1)c1cc2ccccc2o1 (stereo not given) | 6 | 4 | 8 | -5 | -1 | -3 | -15 | -2 | . | 3
Cc1coc2cc3oc(=O)cc(C)c3cc12 | -2 | 2 | 2 | -8 | 0 | -1 | 16 | -4 | -12 | -4
COc1ccc(C(=O)CSc2cc(C)[nH]c(=O)n2)cc1 | 2 | 12 | -4 | -6 | 3 | 0 | -5 | -3 | -3 | -1
CC1=CC(c2ccc(Cl)cc2)n2nc(NC(=O)CCCC(=O)O)nc2N1 (stereo not given) | -6 | 6 | -9 | 4 | -3 | 3 | 8 | 4 | -1 | 5
CCN(CC)S(=O)(=O)c1ccc(-n2cnc3cc(C)c(C)cc32)nc1 | -6 | 0 | 10 | -6 | -2 | -6 | 0 | 5 | -9 | -6
C[C@H](NC(=O)CC[C@H]1O[C@@H](n2ccc(=O)[nH]c2=O)[C@H](O)[C@@H]1O)c1cccc2ccccc12 | 12 | 1 | 1 | -1 | 1 | -3 | -1 | -7 | . | 1
Cc1c(NC(=O)C(C)Sc2ncnc3ccccc23)c(=O)n(-c2ccccc2)n1C (stereo not given) | -4 | -3 | 9 | 6 | 4 | -9 | -3 | -5 | 4 | -4
C/C(=N/NS(=O)(=O)c1ccc(C)cc1)c1cccc(NC(=O)c2cccc(Cl)c2)c1 | -2 | 18 | 6 | -45 | -2 | -2 | -6 | 1 | -72 | 8
COc1cccc(NC(=O)[C@H](C)NC(=O)N2CCn3c2nc2ccccc23)c1 | 5 | 4 | 3 | 4 | 0 | 1 | 5 | -3 | -8 | -10
O=C(Nc1ccc(CCC(=O)N2CCCC2)cc1)c1ncn[nH]1 | -2 | 3 | -4 | -2 | 2 | -2 | 8 | 2 | 4 | 1
CCOc1ccc(Cn2c(=O)oc3ccc(C)cc32)cc1OC | -13 | -3 | -4 | -2 | -2 | 3 | 6 | -3 | 2 | 3
CC(C)(C)OC(=O)N1CCc2onc(-c3ccccc3F)c2C1=O | -3 | 0 | -2 | 1 | 5 | -5 | 1 | -2 | -1 | 8
Cc1nonc1CC(=O)N1CCc2c([nH]c3ccccc23)C1c1ccccc1F (stereo not given) | 2 | 1 | 7 | -6 | 1 | -1 | -5 | 1 | -18 | -6
CC(NC(=O)CN1CCOCC1)c1ccc(F)cc1 (stereo not given) | -14 | 2 | -8 | 4 | -2 | 1 | 2 | -1 | 3 | 2
C[C@H](O)[C@@H]1C(=O)N2CCc3c([nH]c4ccccc34)[C@@H]2C[C@@H]1N(C)C(=O)Nc1cccc2ccccc12 | 5 | 9 | -5 | 12 | 2 | 2 | 16 | -9 | . | 6
CCOc1ccc(NC(=O)CN(C)C(=O)c2cccc(S(=O)(=O)N3CCN(C)CC3)c2)cc1OCC | 2 | -2 | -2 | -10 | -2 | -1 | -2 | 0 | 3 | 3
CC(=O)Oc1ccc(N2C(=O)C3C4C=CC(O4)C3C2=O)cc1 (stereo not given) | -4 | 0 | -13 | 2 | -1 | 95* | 11 | -2 | 5 | 4
COc1cc(CNc2ccc3[nH]c(=O)[nH]c3c2)ccc1OCc1ccc(F)cc1 | 21 | 3 | -3 | 22* | 0 | 12 | 17 | 1 | 7 | -19
COC(=O)CSc1nnc(-c2ccccc2OC)n1-c1ccc(C)cc1 | -17 | -1 | 1 | -3 | -1 | -3 | -10 | -5 | -2 | -9
COc1ccc(C(O)c2nc(-c3cnc4ccccc4c3)cs2)cc1 (stereo not given) | 3 | 3 | 2 | -8 | 2 | -5 | -11 | 0 | . | -9
Fc1ccc(-c2nc3c(Cl)cc(C(F)(F)F)cn3c2Cc2cccc(Cl)c2)cc1 | 7 | 38* | -2 | -14 | 0 | 4 | -77 | 0 | . | -4
COc1ccc2c(c1)c(C(C)=O)c(C)n2CCc1ccccc1 | 5 | -4 | -1 | -2 | 0 | 2 | 1 | 5 | -9 | -5
Cc1ccc(C)c(NC(=O)Cn2nnc(C(=O)Nc3c(C)cccc3C)c2N)c1 | 0 | 2 | -3 | 4 | -2 | 1 | -1 | 1 | 2 | 9
COc1ccc(C2=NS(=O)(=O)N(C)C(C(=O)N3CCC(C)CC3)=C2)cc1 | -10 | 1 | -1 | -1 | 1 | -5 | 4 | -6 | 1 | -1
CC1CN(C=O)CC(C)N1CCN1C(C)CN(C=O)CC1C (stereo not given) | 1 | 2 | -8 | 4 | 0 | 8 | -5 | 3 | -1 | 4
O=C(CCCOc1ccccc1)N1CCN(c2ccccn2)CC1 | 4 | -5 | -3 | 9 | 2 | -3 | 3 | -3 | -4 | -4
CC(=O)N1CCc2cc(N=NC3=C(O)CC(C)(C)CC3=O)ccc21 | -6 | -15 | 4 | -1 | -2 | -2 | -8 | -31 | -3 | -5
CC(=O)OCCNc1nc(-c2ccccc2)nc2ccccc12 | -3 | 1 | 0 | 8 | -1 | -3 | 0 | 0 | -3 | 3
Nc1ccn(-c2ccc(Cl)cc2)c(=O)c1 | -8 | 7 | 0 | 0 | 3 | 0 | -4 | 4 | 3 | -6
O=C(c1cccc(C(F)(F)F)c1)c1c[nH]c(C(=O)NCC2CCCO2)c1 (stereo not given) | 4 | -6 | 4 | -4 | 1 | -1 | -1 | 2 | -3 | 1
Cn1ncc([N+](=O)[O-])c1C(=O)n1nnc2ccccc21 | 6 | 0 | 8 | 2 | 2 | 1 | 1 | 0 | -5 | -4
C/C(=N\NC(=O)CCc1ccc(S(=O)(=O)N2CCOCC2)cc1)c1ccc(OC(F)F)cc1 | 4 | -4 | 15 | 1 | 4 | -2 | -2 | -4 | 4 | -4
COCc1c(C(=O)N/N=C/c2ccncc2)nnn1-c1nonc1N | -6 | -1 | -5 | 3 | 3 | 2 | -5 | 7 | -1 | 3
O=C(Nc1ccc(C(F)(F)F)cn1)Nc1cccs1 | -2 | -1 | -8 | -4 | -5 | 6 | 3 | -3 | -3 | -2
O=C1c2ccccc2[C@@H]2CC(O)C(O)CCN12 (stereo not given in full) | 2 | 4 | -1 | 8 | 7 | -4 | -1 | -6 | -2 | 4
CCOc1cc(-c2nc(C)c(C(C)=O)n2O)ccc1OCC(=O)Nc1cccc(C)c1 | -3 | 6 | -3 | 5 | -1 | 4 | 7 | 5 | 2 | 5
Cc1ccc(S(=O)(=O)N2CCC(C(=O)C3C(=O)CC(C)(C)CC3=O)CC2)cc1 | 5 | 5 | 4 | -7 | 3 | -1 | 0 | -5 | -10 | 0

Bioassay records deposited in PubChem by several laboratories.
